Screening data (PubChem BioAssay)
JMJD2E inh: inhibitors of human JMJD2E histone demethylase. B2RXH2. JMJD2E catalytic domain, FDH-coupled NADH fluorescence (FDH is formaldehyde dehydrogenase). Potency, µM (titrated, usually from 57.1 µM), for the others: at the top dose activity change, negative = inhibition, most hits filed as inhibitors. actives 1.6% (n = 230,000). AID 2147; active means well fitted inhibition curve with a large enough effect, not every such curve was filed as active; inconclusive means small, poorly fitted or top-dose-only effect, or another doubt; inactive means no such curve, though single readings can be large or run the other way;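 further: 0% = wells with enzyme and -100% = buffer wells without enzyme; nearly all actives have a fitted effect of over 50% in size; many of its hits are not listed in these tables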
L3MBTL1 inh: blocks human L3MBTL1 | AID 485360 | actives 0.66% (n = 230,000) | AlphaScreen L3MBTL1–H3K9me1 peptide binding | Q9Y468 | Potency, µM (doses to about 57.1 µM), inactives show top-dose activity, negative = inhibition, usual class: inhibitors; further: nearly all actives have a fitted effect of over 60% in size
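L3MBTL1 50 nM + b-AHA-H3(1-15)K9me1 75 nM, 30 min RT; compound added, 30 min RT; streptavidin donor/Ni-chelate acceptor beads 10 ug/mL each final, 30 min RT dark; AlphaScreen read.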
RECQ1 inh: inhibitors of human RECQ1 DNA helicase; AID 2549; actives 0.54% (n = 240,000); RECQ1 DNA unwinding, red fluorescence kinetic read; Potency, µM (doses to about 57.3 µM), without a hit: top-dose activity, negative = inhibition, hits mostly inhibitors;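 further: plate controls were vehicle for no effect and no enzyme for full effect; nearly all actives have a fitted effect of over 30% in size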
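RECQ1T1 50 nM; forked duplex (20 bp + 30-nt ss tails) 200 nM, ATP 2 mM final; pH 8.0, 2 mM MgCl2, 2.5 ug/ml poly(dI-dC); 15 min compound preincubation; discontinuous kinetic read over 2 h at RT.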
Tau fibril FP: tau fibrillization inhibition (FP); P10636; Potency, µM (top dose mostly 57.7 µM), without a hit: at the top dose activity, negative = inhibition, most hits filed as inhibitors; K18 P301L tau heparin fibrillization, Alexa594 FP, 6 h; actives 0.39% (n = 280,000); further: nearly all actives have a fitted effect of over 55% in size
Target sequence (P10636 561-689 P618L limits assumed): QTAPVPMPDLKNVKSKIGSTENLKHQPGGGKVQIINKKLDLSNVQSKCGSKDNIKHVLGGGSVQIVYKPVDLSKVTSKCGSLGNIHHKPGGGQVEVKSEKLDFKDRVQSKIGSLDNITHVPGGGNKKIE
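Heparin (20 uM) drove fibril formation of recombinant tau K18 P301L, 15 uM unlabeled with 0.24 uM Alexa 594 label, for 6 hr at 37 C in 100 mM sodium acetate pH 7. Fluorescence polarization (555/632 nm) read 1 hr after 30 uM ThT.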
Tau fibril ThT: tau fibrillization inhibition (ThT binding); P10636; recombinant tau K18 P301L (four-repeat tau fragment), heparin-induced fibrillization, ThT fluorescence; Potency, µM (titrated, usually from 57.4 µM), for the others: at the top dose activity, negative = inhibition, usual class: inhibitors; actives 2.1% (n = 270,000); AID 1460; further: nearly all actives have a fitted effect of over 55% in size
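Heparin-induced fibrillization of the P301L-mutant K18 repeat-domain fragment of human tau was followed by ThT binding in quantitative high-throughput format.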
TR SRC2 fluor cs: alters Texas Red total fluorescence, flagging assay interference | TRb/SRC2 Texas Red total fluorescence interference | Potency, µM (titrated, usually from 106 µM), without a hit: top-dose fluorescence change, negative = quenching | actives 0.29% (n = 280,000) | AID 1479; active means well fitted curve in either direction with a large enough effect; inconclusive means small, poorly fitted or top-dose-only effect
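Flags fluorescent or light-absorbing compounds by total fluorescence, S + 2P, at 555 nm excitation and 632 nm emission. Mixture: 20 nM Texas Red SRC2 peptide, 0.6 uM human TRb LBD, 1 uM T3, 5% DMSO; compound exposure 5 h at ambient temperature.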
TRb-SRC2 inh: inhibitors of human thyroid hormone receptor beta-SRC2 interaction. P10828. Potency, µM (top dose mostly 106 µM), for inactives: at the top dose activity change, negative = inhibition, usual class: inhibitors. AID 1469. actives 0.065% (n = 280,000). TRbeta-SRC2 peptide binding, fluorescence polarization; receptor liganded with 1 µM T3;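 further: plate controls were bound peptide for no effect and peptide without receptor for full effect; nearly all actives have a fitted effect of over 50% in size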
Target sequence (P10828 whole entry, looked up): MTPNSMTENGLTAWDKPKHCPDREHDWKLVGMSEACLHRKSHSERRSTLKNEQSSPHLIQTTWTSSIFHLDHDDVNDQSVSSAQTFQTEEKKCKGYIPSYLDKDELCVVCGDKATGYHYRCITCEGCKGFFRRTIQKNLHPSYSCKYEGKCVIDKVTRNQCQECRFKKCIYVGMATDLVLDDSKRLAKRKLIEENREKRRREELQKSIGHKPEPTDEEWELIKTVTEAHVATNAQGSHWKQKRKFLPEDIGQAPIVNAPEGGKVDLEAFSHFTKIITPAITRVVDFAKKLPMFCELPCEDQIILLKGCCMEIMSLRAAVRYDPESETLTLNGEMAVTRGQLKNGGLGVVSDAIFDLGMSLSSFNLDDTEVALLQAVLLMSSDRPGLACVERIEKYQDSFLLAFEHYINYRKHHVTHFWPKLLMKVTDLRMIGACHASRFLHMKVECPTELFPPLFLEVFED
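Binding of a 20-amino-acid Texas Red SRC2 peptide (20 nM) to TRb ligand-binding domain (0.6 uM) with agonist T3 at 1 uM was followed by fluorescence polarization after a 5 hr room-temperature incubation.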
GoLoco inh red: blocks human Gai1 binding to RGS12 GoLoco peptide, red readout; AID 880; Gai1:RGS12 GoLoco peptide FP, rhodamine, 10 min; actives 0.44% (n = 230,000); P63096; Potency, µM (top dose mostly 61.6 µM), inactives show top-dose activity, negative = inhibition, most hits filed as inhibitors; active means well fitted inhibition curve with a large enough effect, not every such curve was filed as active; inactive means no such curve, though single readings can be large or run the other way; further: nearly all actives have a fitted effect of over 30% in size; many of its hits are not listed in these tables
Target sequence (P63096 whole entry, looked up): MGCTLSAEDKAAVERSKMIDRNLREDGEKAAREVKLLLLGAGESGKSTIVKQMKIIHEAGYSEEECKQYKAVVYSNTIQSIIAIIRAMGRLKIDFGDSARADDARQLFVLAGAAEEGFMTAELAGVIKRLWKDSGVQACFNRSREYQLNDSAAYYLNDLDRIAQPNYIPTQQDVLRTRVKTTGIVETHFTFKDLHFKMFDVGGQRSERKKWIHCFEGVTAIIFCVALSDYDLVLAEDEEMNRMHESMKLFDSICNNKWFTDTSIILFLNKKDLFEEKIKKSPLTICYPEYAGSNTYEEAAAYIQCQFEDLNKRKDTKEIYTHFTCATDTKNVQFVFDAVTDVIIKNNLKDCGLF
* hit, by the source's call; i = inactive; u = inconclusive; x = no result given; & = joins results of further samples; [ ] = dose if it differs, or a comment. Unless noted, the call rests on the fitted dose curve; in most records, active means well fitted curve in the direction sought with a large enough effect; inconclusive means small, poorly fitted or top-dose-only effect, or another doubt; inactive means no such curve, though single readings can be large; an effect the other way counts as inactive or inconclusive. Unless noted, on the % scale 0 is the no-effect control and ±100 the full control effect; potency means the concentration at half of the fitted maximal effect. This is a subset. The share of hits here may be higher or lower than overall.

SMILES	JMJD2E inh	L3MBTL1 inh	RECQ1 inh	Tau fibril FP	Tau fibril ThT	TR SRC2 fluor cs	TRb-SRC2 inh	GoLoco inh red
CCCCN(CC)C(=O)CCn1c(=O)c2cccn2c2cccnc21	x	x	x	-2%	-17%	1%	8%	x
Nc1nc(Nc2cccc3ccccc23)nc(C2CCCC2=O)n1 (stereo unspecified)	7%	8%	i	2%	-7%	-5%	0%	11%
COc1nc(Nc2cccc(C(F)(F)F)c2)nc(OC)n1	6%	-7%	-4%	u	-9%	-1%	0%	9%
COc1cc2c3nnc(-c4ccc(F)cc4)c-3cn(Cc3ccc(C)cc3)c2cc1OC	u	-4%	-8%	0%	30%	1%	-17%	30%[activator]
O=C(NC12CC3CC(CC(C3)C1)C2)N1CCN(C(=O)C2CCCO2)CC1 (stereo unspecified)	5%	2%	-8%	-25%	-17%	0%	-17%	1%
Cc1ccc(S(=O)(=O)N/N=C2\C(=O)C3(C)CCC2C3(C)C)cc1 (stereo unspecified)	-11%	1%	i	-3%	0%	0%	0%	2%
CCCc1nc2c(C)cc(-c3nc4ccccc4n3C)cc2n1Cc1ccc(-c2ccccc2C(=O)O)cc1	u	x	15%	13%&0%	-17%&-9%	0%&0%	7%&-3%	6%&21%
CC(C)(C)N(Cc1ccccc1)C(=O)c1ccc(Cl)cc1[N+](=O)[O-]	2%	-24%	-8%	6%	1%	-6%	0%	-1%
CCOC(=O)Cc1nnc(Nc2cc(C)ccc2C)c2ccccc12	6%	-1%	i	6%	-2%	-1%	-8%	8%
COc1ccc2nc(-c3ccccc3)[nH]c2c1	u	1%	-19%	6%	-3%	-4%	-13%	23%
CN/S(=N/S(=O)(=O)c1ccccc1)c1ccc(C)cc1 (stereo unspecified)	1%	-2%	-5%	-1%	1%	-1%	-8%	3%
Cc1nnc(N(CCC#N)CCC#N)s1	4%	2%	-11%	0%	-1%	-8%	3%	5%
Cc1ccc(C(=O)Nc2cccc(C(=O)NCc3ccco3)c2)cc1	-12%	-2%	-4%	-5%	-10%	-1%	-6%	2%
O=C(CSc1cccc2cccnc12)N/N=C/c1ccc(F)cc1	u	-5%	-9%	-16%	u	-3%	-1%	-3%
O=C(CSc1n[nH]c(-c2ccccc2)n1)NCCCc1ccccc1	x	x	x	0%	-2%	-3%	-3%	x
O=C(COC(=O)c1ccc(S(=O)(=O)Nc2ccccc2)cc1)NCCN1C(=O)CSC1=O	0%	-6%	-15%	-4%	-2%	0%	8%	-8%
COc1cc2c(cc1NC(=O)c1cccc([N+](=O)[O-])c1)oc1ccccc12	10%	-11%	-11%	-2%	-8%	-6%	0%	8%
Cc1cccc(-n2c(=O)c3c(c4cc(C)ccc4n3C)n(CC(=O)Nc3ccccc3Cl)c2=O)c1	x	x	x	-6%	7%	-3%	6%	x
CCCNC(=O)Cn1nc(C)c2c(C)n(-c3ccccc3)nc2c1=O	x	x	x	-4%	-9%	-4%	-2%	x
COc1cc(C(=O)N(Cc2cc3ccccc3[nH]c2=O)CC2CCCO2)cc(OC)c1OC (stereo unspecified)	-20%	-2%	-3%	-2%	-3%	0%	-25%	x
O=c1cc[nH]c2cc(Cl)ccc12	2%	7%	-13%	1%	-1%	0%	5%	1%
CC(C)CO/N=C1/C[C@@H](O)[C@@H](O)[C@@H]2[C@@H]3C(=O)N(C4CCCCC4)C(=O)[C@H]3CC[C@H]12	x	x	19%[11.5 µM]	-3%[11.6 µM]	-1%[11.5 µM]	-1%[11.2 µM]	0%[11.2 µM]	x
COc1ccc(C2/C(=C(/O)c3ccccc3)C(=O)C(=O)N2c2ncccn2)cc1OC (stereo unspecified)	-17%	5%	i	2%	-1%	0%	-5%	-4%
Cc1sc2ncn(CC(=O)N3CCN(c4ccc(Cl)cc4)CC3)c(=O)c2c1S(=O)(=O)N1CCN(c2ncccn2)CC1	x	x	x	5%	0%	-1%	-3%	x
COc1ccccc1CC(=O)NN1C(=O)c2ccccc2C1=O	5%	-2%	-1%	2%	8%	0%[53 µM]	2%[53 µM]	2%
SMILES	JMJD2E inh	L3MBTL1 inh	RECQ1 inh	Tau fibril FP	Tau fibril ThT	TR SRC2 fluor cs	TRb-SRC2 inh	GoLoco inh red
CCCCC(=O)Nc1cccc(-c2nn3c(C)nnc3s2)c1	-8%	u	i	3%	2%	2%	1%	5%
COc1ccc(Cl)cc1NC(=O)C/C(C)=N/NC(=O)Cc1ccccc1	-1%	-12%	-3%	5%	-7%	-4%	-1%	11%
C=CCn1c(SCCOc2ccc(OC)cc2)nnc1C(NC(=O)c1ccc(OC)cc1)C(C)C (stereo unspecified)	5%	x	0%	5%	-13%	-1%	-5%	9%
CC1=C(C(=O)Nc2ccccc2)C(c2sccc2C)n2nnnc2N1 (stereo unspecified)	8%	x	-1%	4%	-7%	0%	6%	44%[activator]
O=C(CN(C(=O)c1ccc(Cl)cc1)C1CCCCC1)Nc1ccc(Cl)c([N+](=O)[O-])c1	3%	-15%	-5%	1%	-3%	-34%	3%	-4%
CCN(Cc1ccccc1)C(=O)COC(=O)CNS(=O)(=O)c1ccc(C)cc1	1%	8%	-12%	-8%	0%	-6%	-4%	-30%
Cc1cc(C)n(C(=O)c2ccc(S(=O)(=O)N3CCOCC3)cc2)n1	9%	x	i	7%	-12%	-5%	-5%	7%
Cc1ccc(CNC(=O)CSc2ncc3c(n2)-c2ccc(Cl)cc2N(Cc2ccccc2)S3(=O)=O)cc1	x	x	x	-13%	17%	1%	6%	x
O=C(NNC(=O)c1ccccc1-n1cccc1)c1cccc(Cl)c1	1%	-5%	-10%	-4%	-11%	0%	-2%	13%
Cc1onc(-c2ccccc2)c1C(=O)N/N=C/c1cc(Br)c(Br)o1	-8%	-11%	-6%	1%	-9%	0%	4%	8%
COc1cccc(C2=C(C(C)=O)Sc3nnc(C4CCCCC4)n3N2C(C)=O)c1	x	x	x	-11%	u	0%	0%	x
CC(C)COc1nc2ccccc2nc1C(C#N)C(=O)NC1CCCCC1 (stereo unspecified)	2%	x	-9%	-3%	-24%	-1%	-10%	11%
CC(C)(C)c1csc(NNC(=O)c2ccc(Br)cc2)n1	u	x	i	u	u	0%	-6%	8%
Cc1cc(C)nc(NS(=O)(=O)c2ccc(N3C(=O)C4C5C=CC(C5)C4C3=O)cc2)n1 (stereo unspecified)	5%	14%	i	0%	-1%	1%	8%	8%
COC(=O)C/C=C/[C@@H](C)[C@H](NC(=O)OCC(Cl)(Cl)Cl)c1ccc2ccccc2c1	0%	x	i	-7%	2%	-2%	5%	-76%
COc1ccc(S(=O)(=O)NC(C)C(=O)Nc2cccc([N+](=O)[O-])c2)cc1 (stereo unspecified)	0%	-12%	7%	0%	-4%	1%	-4%	4%
COc1ccc(-c2nc(-c3ccccc3)[nH]c(=O)c2C#N)cc1	-9%	5%	-6%	-4%	-6%	0%	1%	-3%
COc1cc2c(cc1OC)C(c1cccs1)NCC2 (stereo unspecified)	-12%	-1%	i	2%	-4%	0%	-16%	5%
Cc1ccc(NC(=O)Cn2nc(C)c(S(=O)(=O)N(C)C)c2C)cc1	10%	2%	-11%	-4%	-4%	-4%	7%	3%
COc1cccc(-c2onc3ccc(C4(C)OCCO4)cc23)c1	-6%	0%	-20%	-4%	-11%	0%	0%	3%
O=C(CC1Sc2ccccc2NC1=O)Nc1cccc(C(=O)O)c1 (stereo unspecified)	2%	11µM*	0%	u	-7%	-1%	2%	4%
Cc1[nH]c2ccccc2c1C(=O)/C=C/c1ccccc1Cl	8%	-14%	-13%	u	u	-2%	-3%	11%
N/C(=N\c1nc2c(c(=O)[nH]1)CCCC2)Nc1ccccc1	-2%	6%	-1%	-9%	u	0%	-14%	3%
CCc1cccc(N2C(=O)CSC23C(=O)N(Cc2ccccc2F)c2ccccc23)c1 (stereo unspecified)	x	x	x	-3%	-15%	-2%	0%	x
CCOC(=O)c1ccc(NC(=O)CN(Cc2ccc(Cl)cc2)S(C)(=O)=O)cc1	0%	x	-7%	-7%	-10%	-4%	5%	-3%
SMILES	JMJD2E inh	L3MBTL1 inh	RECQ1 inh	Tau fibril FP	Tau fibril ThT	TR SRC2 fluor cs	TRb-SRC2 inh	GoLoco inh red
Cc1nc(-c2cccc(S(=O)(=O)N3CCCC(C)C3)c2)cs1 (stereo unspecified)	-5%	10%	-18%	-6%	5%	-6%	1%	14%
COc1ccc(-n2nc(C(=O)N3CCCCC3C)c3c4ccccc4n(C)c3c2=O)cc1Cl (stereo unspecified)	x	x	x	-2%	-8%	0%	-4%	x
Cc1ccccc1C(=O)NC1CCN(Cc2nnnn2Cc2ccc(F)cc2)CC1	7%	35%[activator]	i	-7%	7%	1%	-12%	x
CC1(C)CC(=O)C=C(Nc2cc(-c3ccccc3)[nH]n2)C1	-4%	3%	-6%	-1%	-12%	-1%	-4%	5%
O=C1CC(c2ccco2)CC(O)=C1C=NCCN1CCN(C(=S)Nc2ccccc2)CC1 (stereo unspecified)	0%	-13%	-13%	-5%	-14%	-4%	-4%	-2%
CCOc1ccc(N(C)C(=O)C2CCN(S(=O)(=O)c3ccc4c(c3)CCCN4C(C)=O)CC2)cc1	x	x	x	u	-1%	-6%	3%	x
Cc1cc(C)cc(OCc2nnc(SCC(=O)Nc3ccccc3)o2)c1	3%	23%[11.4 µM]	i	-12%	-6%	1%	6%	2%
CN=C1CC(SC)=C1c1ccc(C)cc1	-6%	17%	-4%	8%	-10%	0%	4%	12%
N#CC1=C(N)OC2=C(C(=O)CCC2)C1C1C=CCCC1 (stereo unspecified)	10%	6%	0%	-2%	-8%	1%	6%	1%

A different layout for some results above:
Fields: JMJD2E inh, L3MBTL1 inh, RECQ1 inh, Tau fibril FP, Tau fibril ThT, TR SRC2 fluor cs, TRb-SRC2 inh, GoLoco inh red
- CC1(C)CC(=O)C=C(Nc2cc(-c3ccccc3)[nH]n2)C1
  -4%, 3%, -6%, -1%, -12%, -1%, -4%, 5%
- COc1ccc(-n2nc(C(=O)N3CCCCC3C)c3c4ccccc4n(C)c3c2=O)cc1Cl (stereo unspecified)
  x, x, x, -2%, -8%, 0%, -4%, x
- N#CC1=C(N)OC2=C(C(=O)CCC2)C1C1C=CCCC1 (stereo unspecified)
  10%, 6%, 0%, -2%, -8%, 1%, 6%, 1%
- CN=C1CC(SC)=C1c1ccc(C)cc1
  -6%, 17%, -4%, 8%, -10%, 0%, 4%, 12%
